Screening results deposited in PubChem by several laboratories.
GSTO1 counter: inhibitors of recombinant GSTO1, primary screen, counter-screen for RBBP9 inhibitor project, biochemical, fluorescence polarization | Glutathione S-transferase omega-1 (Homo sapiens), P78417 | inhibition, % at 5.96 µM | AID 1974, 2009 | activity-based probe fluorescence polarization | 1.1% of 300,000 active;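 active = inhibition above the campaign mean inhibition plus 3 SD, cut at about 35% in these data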;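 also: 0% = GSTO1-1 with DMSO and 100% = wells lacking GSTO1-1 enzyme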
TPT1 inhibitor: Candida albicans TPT1 enzyme inhibitors, primary screen, biochemical, fluorescence polarization. AID 1962, 2009. tRNA 2'-phosphotransferase TPT1 (Candida albicans SC5314). recombinant caTPT1, FP RNA substrate dephosphorylation. inhibition, % at 5 µM. 0.81% of 300,000 active;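 active = inhibition above the mean of all tested compounds plus 3 SD, set per screening campaign, cut at about 24% in these data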;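 also: plate controls were DMSO alone for no effect and ferristatin control at 100 nM for full effect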
PAD4 FP inh: human PAD4 inhibitors, primary screen, biochemical, fluorescence polarization, 1536-well format. Protein-arginine deiminase type-4 (Homo sapiens), Q9UM07. recombinant PAD4, RCA probe fluorescence polarization. inhibition, % at 6.36 µM. 0.41% of 330,000 active. AID 485272, 2010;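 active = percent inhibition above a cutoff equal to the mean of all tested compounds plus 3 SD, cut at about 15% in these data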;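 also: 0% = PAD4 with RCA probe and DMSO and 100% = probe without PAD4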
Fam108B inh: mouse Fam108B serine hydrolase inhibitors, primary screen, counter-screen for RBBP9 inhibitor project, biochemical, fluorescence polarization. recombinant Fam108B, FP-Rh probe fluorescence polarization. inhibition, % at 9.51 µM. 0.33% of 300,000 active. AID 1947, 2009;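 active = inhibition above the screen mean inhibition plus 3 SD, computed separately per campaign, cut at about 18% in these data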;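 also: inhibitors lower polarization as less probe binds the enzyme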
Bcl-xL primary: inhibitors of human Bcl-xL, primary screen, biochemical, fluorescence polarization, HTS. Bcl-2-like protein 1 (Homo sapiens), Q07817. GST-Bcl-xL / FITC-Bim BH3 peptide fluorescence polarization. inhibition, % at 10.9 µM. 0.7% of 320,000 active;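 active = inhibition above the mean of all tested compounds plus 3 SD, cutoff set per campaign, cut at about 30% in these data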;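 also: 0% = DMSO wells and 100% = unlabeled Bim-BH3 peptide competitor; inhibitors lower millipolarization by displacing the labeled peptide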
Target sequence (Q07817 whole entry, looked up): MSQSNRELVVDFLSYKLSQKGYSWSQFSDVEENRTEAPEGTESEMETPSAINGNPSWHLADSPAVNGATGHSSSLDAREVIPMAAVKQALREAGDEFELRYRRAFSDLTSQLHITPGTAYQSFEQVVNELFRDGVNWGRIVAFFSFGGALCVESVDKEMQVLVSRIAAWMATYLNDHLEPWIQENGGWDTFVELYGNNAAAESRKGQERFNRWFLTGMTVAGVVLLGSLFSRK
MEX-5 binding: MEX-5 zinc finger RNA-binding disruptors – biochemical, C. elegans, fluorescence polarization, MLPCN library, primary screen | MEX-5/FITC-TCR2 RNA binding; active compounds read low | activity score (negative = inhibition of binding), % at 10 µM | 0.38% of 300,000 active | AID 1832, 2009;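 active = inhibition past about -25% in most replicates, and total fluorescence under double the plate's negative control median, limit read from the data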;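 also: 0% = DMSO and -100% = 5 µM competing unlabeled TCR2 RNA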
Target sequence (Q9XUB2 whole entry, looked up): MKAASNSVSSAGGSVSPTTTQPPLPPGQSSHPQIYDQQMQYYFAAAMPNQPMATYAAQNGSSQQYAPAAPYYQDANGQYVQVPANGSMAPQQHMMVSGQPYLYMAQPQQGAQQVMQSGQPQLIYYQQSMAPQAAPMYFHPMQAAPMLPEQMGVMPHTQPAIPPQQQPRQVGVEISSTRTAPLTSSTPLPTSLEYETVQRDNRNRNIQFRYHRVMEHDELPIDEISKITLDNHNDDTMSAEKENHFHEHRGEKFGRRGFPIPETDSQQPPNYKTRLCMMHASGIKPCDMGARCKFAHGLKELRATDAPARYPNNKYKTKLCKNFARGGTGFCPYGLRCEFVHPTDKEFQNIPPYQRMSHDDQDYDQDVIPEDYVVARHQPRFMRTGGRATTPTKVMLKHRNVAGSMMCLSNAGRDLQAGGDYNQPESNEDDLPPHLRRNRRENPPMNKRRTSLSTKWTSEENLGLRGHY
PME-1 inh: PME-1 inhibitors via competitive probe labeling, primary screen, biochemical, fluorescence polarization, FP-Rh probe, HTS | 0.53% of 320,000 active | Protein phosphatase methylesterase 1 (Homo sapiens), Q9Y570 | recombinant PME-1 | inhibition, % at 5.9 µM | AID 2130, 2009;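 active = inhibition above the campaign mean of all compounds plus 3 SD, cut at about 26% in these data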;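 also: competitive labeling of PME-1 active site by serine hydrolase directed probe; 0% = PME-1 with DMSO and 100% = wells lacking PME-1 enzyme; inhibitors block probe labeling so polarization falls and inhibition rises; many of its hits are not listed in these tables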
MCL1 BIM primary: inhibitors of MCL1 binding to BIM-BH3, primary screen, biochemical, fluorescence polarization; inhibition, % at 10.9 µM; GST-MCL1 / FITC-Bim-BH3 fluorescence polarization; AID 2057, 2009; Induced myeloid leukemia cell differentiation protein Mcl-1 (Homo sapiens), Q07820; 0.68% of 320,000 active;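 active = inhibition above the mean inhibition of all tested compounds plus 3 SD, set per campaign, cut at about 40% in these data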;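 also: 0% = DMSO wells and 100% = unlabeled Bim-BH3 peptide control; higher means more loss of mP so more displacement of Bim peptide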
Target sequence (Q07820 whole entry, looked up): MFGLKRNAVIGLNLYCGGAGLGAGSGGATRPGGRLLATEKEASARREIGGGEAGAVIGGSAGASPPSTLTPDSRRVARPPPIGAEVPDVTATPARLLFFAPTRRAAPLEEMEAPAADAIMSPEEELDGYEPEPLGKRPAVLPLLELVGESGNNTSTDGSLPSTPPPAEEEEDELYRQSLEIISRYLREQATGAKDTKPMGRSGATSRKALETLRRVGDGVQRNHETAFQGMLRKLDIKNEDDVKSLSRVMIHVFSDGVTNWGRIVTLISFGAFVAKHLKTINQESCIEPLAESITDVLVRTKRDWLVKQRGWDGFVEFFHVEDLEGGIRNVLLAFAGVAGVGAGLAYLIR
GLD-1 TGE inh: GLD-1/TGE RNA complex disruptors, primary screen, biochemical, fluorescence polarization. purified GLD-1 + fluorescein TGE RNA. AID 2280, 2010. inhibition, % at 5.96 µM. 0.44% of 320,000 active. Female germline-specific tumor suppressor gld-1 (Caenorhabditis elegans), Q17339;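 active = percent inhibition above a per-plate cutoff, the plate mean of test compounds plus 3 SD, cut at about 30% in these data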;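 also: 0% = DMSO wells with GLD-1 and probe and 100% = wells lacking GLD-1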
* = called active by the depositor; · = not tested or not shown. A portion of the library. The share of hits here may be higher or lower than overall.

structure	GSTO1 counter	TPT1 inhibitor	PAD4 FP inh	Fam108B inh	Bcl-xL primary	MEX-5 binding	PME-1 inh	MCL1 BIM primary	GLD-1 TGE inh
CC(C)NC(=O)c1nn2c(C(F)(F)F)cc(-c3ccco3)nc2c1Cl	-3	1	-2	-1	-3	-4.2	-8	-5	5
COc1ccccc1CN=C1NC(=O)C(CC(=O)Nc2ccc(C(C)=O)cc2)S1 (stereo not drawn)	-1	4	-1	-4	3	0.2	1	-2	-3
Oc1ccccc1/C=N/NC(=S)NC1CC2CCC1C2 (stereo not drawn)	-23	-1	-3	6	10	1.3	0	11	5
O=C(NCc1cccnc1)NC1CC(=O)N(c2ccc3c(c2)OCCO3)C1 (stereo not drawn)	3	0	1	1	5	-1.5	6	9	15
Cc1ccc(NC(=O)C2CC(=O)Nc3nncn32)cc1 (stereo not drawn)	0	1	-2	2	1	2.1	10	-3	-4
Cc1ccc(NS(C)(=O)=O)c(C(=O)c2ccccc2)c1	-4	2	6	0	11	-1.2	8	-1	3
CCCn1nnnc1NC(=O)c1cc(Br)ccc1OC	2	1	4	0	1	-1.8	-1	5	4
Cc1cc(N/N=C/c2ccc(Cl)cc2Cl)nc(NCc2ccccc2)n1	-7	1	-4	-6	0	1.4	-13	2	4
CCCC(C(=O)NC(C)(C)CC)N(CC1CCCO1)C(=O)CNS(=O)(=O)c1ccc(F)cc1 (stereo not drawn)	0	0	-4	1	5	3.0	-1	6	2
COC(=O)CSc1nnc([C@H](Cc2ccccc2)NC(=O)OC(C)(C)C)o1	3	-6	-4	-6	-1	1.7	-7	4	1
COCCn1c(=O)[nH]c2cc(C(=O)Nc3nnc(C)s3)ccc21	-5	0	-5	2	-2	-0.6	-6	-3	-1
CCN1CCN(C(=S)Nc2ccc(C(C)=O)cc2)CC1	-3	-2	-4	-2	3	0.6	-4	3	0
CCCCC(=O)NC(NC(=S)N1CCOCC1)C(Cl)(Cl)Cl (stereo not drawn)	3	1	2	2	6	0.1	2	0	9
CCn1nnnc1SCC(=O)N1c2ccccc2Sc2ccccc21	11	-1	0	0	5	-1.7	9	8	2
COc1ccc(C(=O)COC(=O)C2CC3CCCC(C2)C3=O)cc1Br (stereo not drawn)	6	2	-1	-1	2	-1.1	2	-3	0
COc1ccc(NC(=O)C2CCCN(c3c4c(nc5ncnn35)CCC4)C2)cc1OC (stereo not drawn)	4	1	-3	-2	2	3.1	-1	0	1
CCc1ccc(NC(=O)Nc2ccncc2)cc1	9	4	-4	0	0	1.0	-17	1	-3
O=S(=O)(/N=C/c1ccccc1O)c1cccs1	2	0	0	5	2	1.5	-4	7	8
CC1(C)CC(=O)C2=C(C1)N1C(=C(C#N)C2c2ccc(Cl)cc2)N=C(N)c2ccccc21 (stereo not drawn)	0	3	2	1	6	-0.1	31*	3	61*
COc1cc(OC)c(NC2=CC(=O)C(=O)c3ccccc32)cc1Cl	79*	-3	11	17	3	1.6	10	3	-5
COc1ccc(S(=O)(=O)NCc2ccco2)cc1-c1nnc2c3ccccc3c(C)nn12	-5	-2	-5	2	5	-4.7	5	1	1
O=C(OCc1ccc(Cl)c(Cl)c1)c1cnccn1	1	0	-2	0	2	-2.1	2	7	-1
CCOC(=O)[C@@H]1[C@H]2COc3ccccc3[C@H]2N2C(=O)N(c3cccc(F)c3)C(=O)[C@]12C	0	-3	6	2	0	0.8	-2	2	-3
O=C(O)CCN1C(=O)/C(=C\c2ccncc2)SC1=S	3	0	-5	4	13	-0.6	-2	8	1
Nc1c(C(=O)Nc2ccccc2)sc2ncc([N+](=O)[O-])cc12	5	-4	-2	-3	4	·	1	2	0
O=C(Nc1ccc(-c2nc3ccccc3[nH]2)cc1)c1ccccc1NS(=O)(=O)c1ccc(F)cc1	-87	-2	-10	16	2	0.9	-17	1	-2
CC(C)(C)c1ccc(-c2noc(CCC(=O)NCC3CCCO3)n2)cc1 (stereo not drawn)	-6	1	-3	0	5	1.3	-2	5	9
COc1ccc(OC)c2c1sc(=NC(=O)C1CCCCC1)n2C	0	-1	-7	-3	5	-0.8	-6	9	0
CCCn1c(=S)[nH]c2cc(C(=O)N3CCc4ccccc4C3)ccc2c1=O	1	1	6	4	-3	1.6	0	-1	5
CCOc1ccc(C(=O)CCC(=O)NC2=NCCS2)cc1	-4	8	1	-4	-10	-11	-9	-11	-5

Other results follow.
structure	GSTO1 counter	TPT1 inhibitor	PAD4 FP inh	Fam108B inh	Bcl-xL primary	MEX-5 binding	PME-1 inh	MCL1 BIM primary	GLD-1 TGE inh
CCc1c(C#N)c(N)nc(SCC(=O)OCc2ccccc2)c1C#N	-5	2	-3	-3	1	1.1	13	8	3
Cc1ccc(Nc2nnc(SCC(=O)N(C)C3CCS(=O)(=O)C3)s2)cc1 (stereo not drawn)	3	-1	-1	-1	-4	-2.3	-6	-5	4
Cc1cc(C)n2nc(S(=O)(=O)NCCc3ccccc3)nc2n1	6	3	1	-2	3	-0.3	4	-5	5
N#CC(C(=O)c1ccccc1Cl)=C1SCCCS1	-8	1	5	-2	3	0.1	1	1	7
Cc1cccc(/C=N/NC(=O)NC2CCCCC2)c1	-2	-2	2	2	2	0.1	-3	4	-2
Cc1ccc(NC(=O)N(C2=NCC(C)S2)c2ccccc2)cc1 (stereo not drawn)	6	0	-2	-4	-4	-2.7	0	-4	-3
COc1cc2[nH]c(=S)n(NC(=O)c3ccccc3)c(=O)c2cc1OC	7	-5	5	8	10	1.4	-2	16	2
COc1ccc(S(=O)(=O)Nc2ccc3c(c2)OCCO3)cc1Cl	8	2	-3	3	5	-2.1	1	8	11
O=C(Cn1nnc2ccccc21)N/N=C\c1cccs1	2	0	-3	6	7	-0.8	-2	9	0
CS(=O)(=O)c1ccc(Cl)c(NC(=O)C2CCCN(C(=O)c3ccc(Cl)cc3)C2)c1 (stereo not drawn)	1	-1	2	4	2	-3.1	1	3	6
O=C(c1ccccc1)N1CCN(C(=O)C2CC2)CC1	3	1	2	-2	0	-0.8	-4	-4	2
O=C(NCCN=C1NS(=O)(=O)c2ccccc21)c1ccco1	-3	1	-1	1	1	0.4	3	2	-5
CC(=O)C1=C(O)C(=O)N(Cc2ccco2)C1c1ccc(F)cc1 (stereo not drawn)	-3	-4	-6	1	8	-0.5	-3	2	4
CCNS(=O)(=O)c1ccc(Br)c(C(=O)OC(C)C(=O)NCC2CCCCC2)c1 (stereo not drawn)	·	·	-1	·	-9	·	4	-7	-1
CCCCn1c(N)c(N(Cc2ccccc2OC)C(=O)c2sccc2C)c(=O)[nH]c1=O	-2	2	-3	3	-7	3.4	9	-6	11
CCOC(=O)c1c(NC(=O)COc2ccccc2F)sc2c1CC(C)(C)NC2(C)C	4	-2	4	0	1	0.2	-6	-2	12
Cc1c(C(=O)OC/C(O)=C(\C#N)c2nc3ccccc3[nH]2)oc2ccccc12	15	11	-1	-3	-7	-0.4	32*	-10	-6
Cn1c(=O)c2ncn(CC(=O)Nc3ccc4c5c(cccc35)CC4)c2n(C)c1=O	-6	11	-5	3	14	0.8	6	9	-12
CN(C)c1ccnc(Oc2ccc(F)cc2)c1C#N	2	-2	3	-1	4	2.3	5	6	7
C/C(CC(=O)Nc1ccccc1C)=N\NC(=O)Cc1csc(N)n1	2	-1	-2	1	5	-4.4	-3	12	2
Cc1ccc(C)c(N2N=C(C(=O)N(CC(C)C)c3c(N)n(Cc4ccccc4)c(=O)[nH]c3=O)CCC2=O)c1	0	1	4	6	16	-0.2	9	18	61*
O=C(O)CCCN1C(=O)/C(=C\c2ccc(-c3nc4ccccc4s3)o2)SC1=S	22	30*	-5	20*	16	-56*	-5	23	-7
CCN(CC)S(=O)(=O)c1ccc(C(=O)Nc2cc3oc4ccccc4c3cc2OC)cc1	-3	-4	-1	0	2	-1.7	-6	-1	1
COCC1CCCN(C(=O)c2ccc3oc(C(C)C)nc3c2)C1 (stereo not drawn)	3	-2	2	0	0	1.0	9	0	-5
COC(=O)C1=C(CN2CCCc3ccccc32)NC(=O)NC1c1ccc(F)cc1 (stereo not drawn)	2	5	-3	-1	7	-1.0	-1	8	8
CCOc1ccc(-c2cc(CCCC(=O)NCCc3ccc(OC)c(OC)c3OC)no2)cc1	4	1	1	-1	1	-1.5	1	3	4
COc1ccc(-c2csc(NC(=O)CSc3nnnn3C)n2)cc1OC	7	-2	-8	2	-1	1.1	7	-1	3
O=C(Nc1cnc2ccccc2c1)N1CCCCC1	5	-6	2	0	7	1.0	2	9	9
COc1cc2c(cc1OC)CN(c1nc(CN3CCCCC3)nc3sc4c(c13)CCCC4)CC2	0	12	-1	-4	1	4.9	-12	-3	-11
Cc1nc(SCC(=O)Nc2c(C)n(C)n(-c3ccccc3)c2=O)n[nH]1	1	-4	0	-1	6	-0.9	2	5	-3

Next section:
structure	GSTO1 counter	TPT1 inhibitor	PAD4 FP inh	Fam108B inh	Bcl-xL primary	MEX-5 binding	PME-1 inh	MCL1 BIM primary	GLD-1 TGE inh
COc1cc(/C=C2\SC(=S)N(c3cccnc3)C2=O)ccc1O	-8	23	2	-46	12	-0.1	-79	60*	-16
CN(c1ccc(F)cc1)S(=O)(=O)c1ccc(Cl)c(C(=O)Nc2ccc3c(c2)CCC3)c1	-10	2	0	-14	-6	-1.0	-13	-18	-7
CC(=O)OC1c2ccccc2C(=O)N1Cc1ccccc1 (stereo not drawn)	4	2	-4	3	3	-0.9	-7	0	6
O=c1[nH]cc(C(F)(F)F)cc1NS(=O)(=O)c1ccc([N+](=O)[O-])cc1	10	-3	0	2	3	-0.6	1	10	3
CCCCNC(=O)C1CCN(Cc2ccc(OCc3ccccc3)cc2)CC1	-10	-2	-4	0	0	-1.7	-1	2	-8
N#Cc1ccccc1OCC(=O)NCC(c1cccs1)N1CCOCC1 (stereo not drawn)	7	0	2	4	2	1.3	-1	3	-1
O=C(NC1CCCc2c1cnn2-c1ccc(F)cc1F)c1ccccc1N1CCOCC1 (stereo not drawn)	1	7	4	5	-1	-0.7	0	-8	0
Cc1ccc(-c2nc(CS(=O)(=O)CC(=O)NC3CCCCC3C)c(C)o2)cc1 (stereo not drawn)	5	15	-7	-3	-2	1.4	-8	-1	2
Nc1c(Cl)cc(-c2csc(N3CCCC3c3nc4cc(Cl)c(N5CCCCC5)cc4n3CCOCCO)n2)cc1Cl (stereo not drawn)	0	3	4	4	-4	-4.4	10	6	-4
N#Cc1ccsc1NC(=O)c1ccc(Cl)c([N+](=O)[O-])c1	12	11	-8	1	-6	0.0	5	-14	-4
Cc1ccc([N+](=O)[O-])c(C)[n+]1C	4	0	0	-2	-5	-2.4	1	-8	6
Nc1ccc(Sc2nc3ccccc3[nH]2)cc1	1	-2	-1	2	0	-1.2	3	-1	-1
